Bioassay records: PubChem BioAssay, several laboratories
proCasp3 act: activators of human procaspase-3 D3A mutant, primary screen, biochemical, absorbance, PC-3 D3A mutant, single concentration. Caspase-3 (Homo sapiens), P42574. recombinant procaspase-3 D3A, Ac-DEVD-pNA absorbance 405 nm. activation, % at 8.5 µM. 330,000 compounds, 0.11% hits. AID 463141, 2010;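 active = activation above the mean of all tested compounds plus 3 SD, cut at about 21% in these data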;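 also: 0% = DMSO alone and 100% = DMSO wells spiked with extra 5 µM PC-3 D3A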
Target sequence (P42574 whole entry D9A/D28A/D175A): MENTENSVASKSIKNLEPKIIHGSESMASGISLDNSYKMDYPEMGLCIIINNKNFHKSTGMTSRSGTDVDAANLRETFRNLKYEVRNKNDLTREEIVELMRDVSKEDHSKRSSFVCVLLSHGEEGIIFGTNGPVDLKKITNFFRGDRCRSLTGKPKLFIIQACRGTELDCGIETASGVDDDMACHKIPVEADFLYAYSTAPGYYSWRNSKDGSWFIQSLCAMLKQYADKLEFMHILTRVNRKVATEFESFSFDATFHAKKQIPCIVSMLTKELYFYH
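Test system: Procaspase-3 D3A mutant, all three cleavage aspartates alanine | Dosing: Single dose, 8.5 µM nominal compound, 0.8% DMSO | Schedule: 1 h preincubation, 2 h reaction | Technique: 405 nm absorbance of p-nitroaniline, reads at 0 and 120 min | Repeats: One well per compound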
JMJD2C inh: inhibitors of GASC-1 histone demethylase, primary screen, biochemical, fluorescence, DELFIA europium | Lysine-specific demethylase 4C (Homo sapiens), Q9H3R0 | inhibition, % at 2.35 µM | 330,000 compounds, 0.069% hits | AID 2099, 2009 | GST-JMJD2C(1-420) H3K9me3 demethylation;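 active = more than half of a compound's replicate wells show inhibition beyond 50%, single wells judged on their own value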;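 also: signal counts dimethyl H3K9 product captured on neutravidin plate; 0% = median of DMSO wells and 100% = 0.3 times that DMSO median; strong numbers were not always called active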
Target sequence (Q9H3R0 1-420 limits assumed): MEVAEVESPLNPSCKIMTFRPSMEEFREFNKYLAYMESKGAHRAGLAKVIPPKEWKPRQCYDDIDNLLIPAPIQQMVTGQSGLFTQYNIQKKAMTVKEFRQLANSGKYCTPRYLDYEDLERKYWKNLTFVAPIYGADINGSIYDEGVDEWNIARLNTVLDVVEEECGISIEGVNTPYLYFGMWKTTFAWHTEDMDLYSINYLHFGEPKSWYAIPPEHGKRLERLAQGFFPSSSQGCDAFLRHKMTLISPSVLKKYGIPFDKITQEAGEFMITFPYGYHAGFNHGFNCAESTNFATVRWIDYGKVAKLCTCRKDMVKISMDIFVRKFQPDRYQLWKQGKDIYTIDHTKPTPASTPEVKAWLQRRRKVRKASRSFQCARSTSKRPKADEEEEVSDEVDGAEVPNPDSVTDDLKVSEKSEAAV
procasp7 counter: procaspase-7 activators, primary screen, counter-screen for procaspase-3 activator project, biochemical, absorbance, HTS, human. Caspase-7 (Homo sapiens), P55210. recombinant procaspase-7, Ac-DEVD-pNA absorbance 405 nm; D23A/D198A/D206A triple mutant, cannot self-cleave; scale: DMSO 0, 5 µM enzyme 100. activation, % at 8.5 µM. 330,000 compounds, 0.093% hits;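 active = percent activation above the screen-wide mean plus 3 SD, cut at about 25% in these data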
Target sequence (P55210 whole entry D23A/D198A/D206A): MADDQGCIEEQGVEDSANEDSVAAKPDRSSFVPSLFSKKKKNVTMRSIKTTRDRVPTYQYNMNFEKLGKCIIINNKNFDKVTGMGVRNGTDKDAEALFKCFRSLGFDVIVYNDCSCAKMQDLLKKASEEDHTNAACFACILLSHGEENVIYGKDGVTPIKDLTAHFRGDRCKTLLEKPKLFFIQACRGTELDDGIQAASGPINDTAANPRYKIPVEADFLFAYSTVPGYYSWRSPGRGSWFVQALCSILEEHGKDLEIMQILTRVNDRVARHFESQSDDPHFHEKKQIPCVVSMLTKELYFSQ
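Assay system: Uncleavable procaspase-7 mutant enzyme; Input: 2 µM procaspase-7 mutant as dispensed; Also added: DEVD-pNA substrate; Medium: Zinc-free HEPES pH 7.4 with 300 mM NaCl, 0.01% Triton X-100; Timing: 1 h compound preincubation, 2 h substrate cleavage, 25 °C; Measured by: Epi-absorbance of released pNA at 405 nm, two timepoints.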
RPL19A-GFP yeast: RPL19A-GFP expression modulators in yeast, primary screen, cell-based, S. cerevisiae, multiplex flow cytometry, MLPCN; 330,000 compounds, 0.3% hits; S. cerevisiae RPL19A-GFP strain, 3 h; stronger effect = lower value; AID 2025, 2009; percent response vs DMSO, % at 10 µM;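 active = percent response vs DMSO below 50%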;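 also: median channel GFP fluorescence of the barcoded RPL19A-GFP strain; ratio of sample median GFP to plate DMSO average so 100% = DMSO; lower means less RPL19A-GFP as with rapamycin TOR inhibition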
CR mimetic SO: reduction of superoxide in aged yeast, primary screen, HTS; superoxide response (% of plate mean), % at 10 µM; 330,000 compounds, 0.18% hits; S. cerevisiae aged cells, superoxide DHE fluorescence; stronger effect = lower value; AID 2690, 2010;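 active = superoxide response under a set limit, about three screen SD below normal, cut at about 65% in these data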;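 also: yeast aged for seven days with compound at 30 °C before DHE staining; 100% = average MFI of all compound-treated wells on the plate with controls excluded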
AHR activator: AHR activators, primary screen, cell-based, luminescence, luciferase reporter, human; Aryl hydrocarbon receptor (Homo sapiens), P35869; AHR-responsive luciferase reporter cells; AID 2796, 2010; activation, % at 5 µM; 320,000 compounds, 2.5% hits; in the data active = activation above about 47%;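 also: 0% = vehicle wells and 100% = reference agonist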
LAP4 TOR yeast: modulators of LAP4-GFP expression in yeast, primary screen, S. cerevisiae, multiplex flow cytometry, MLPCN library; 3 h; median GFP as percent of DMSO wells; AID 2023, 2009; GFP response vs DMSO, % at 10 µM; 320,000 compounds, 0.34% hits;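 active = GFP response vs DMSO above a set limit, about the screen mean plus 3 SD, cut at about 150% in these data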
MEP2 TOR yeast: modulators of MEP2-GFP levels in yeast, primary screen, S. cerevisiae, multiplex flow cytometry, MLPCN library. S. cerevisiae MEP2-GFP strain, 3 h; 100% = DMSO control level. GFP response vs DMSO, % at 10 µM. 330,000 compounds, 0.51% hits;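 active = GFP response versus DMSO above a set limit, roughly screen mean plus 3 SD, cut at about 180% in these data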;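 also: median GFP fluorescence of the barcode-gated MEP2-GFP cells per well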
Starred values were filed as active, the others as inactive; · = not tested or not shown. Outcome played no part in choosing rows. About 3.8% of those tested had a hit in this group.

A first look (twelve entries):
SMILES | proCasp3 act | JMJD2C inh | procasp7 counter | RPL19A-GFP yeast | CR mimetic SO | AHR activator | LAP4 TOR yeast | MEP2 TOR yeast
COc1c(Cl)cc(Cl)cc1/C=C/C(=O)c1ccc(NC(=O)c2cccs2)cc1 | -12 | 31 | -2 | 106 | 107 | 9 | 97 | 88
COc1ccc(-c2csc(NCc3ccco3)n2)cc1 | -2 | -29 | -8 | 91 | 108 | 7 | 92 | 93
COC(=O)CCN(C(=O)C12CC3CC(CC(C3)C1)C2)c1ccccn1 | -5 | 6 | -7 | 90 | 104 | -1 | 95 | 94
O=C(NCc1ccco1)/C(=C\c1cccnc1)NC(=O)c1ccccc1F | -4 | 10 | 5 | 101 | 86 | -2 | 88 | 97
O=S(=O)(O)c1nc2ccccc2n1Cc1cccc2ccccc12 | -10 | 14 | -1 | 105 | 100 | 12 | 107 | 107
COc1ccc(-c2nc(CS(=O)(=O)CC(=O)NCc3cccc(OC)c3OC)c(C)o2)cc1 | 3 | 51 | -9 | 95 | 107 | 1 | 106 | 98
COc1ccc(OC)c(NC(=O)CN(C)CC(=O)Nc2ccccc2Br)c1 | 3 | -11 | 7 | 99 | 98 | 3 | 102 | 102
CSCCC(NC(=O)c1ccc(Br)cc1)C(=O)O (stereo not given) | -8 | -1 | -14 | 92 | 102 | 13 | 87 | 87
CCS(=O)(=O)Nc1ccc(C2=NN(C(=O)c3ccco3)C(c3ccco3)C2)cc1 (stereo not given) | 1 | 5 | -2 | 95 | 99 | -2 | 100 | 99
CCCn1c(N2CCN(C(=O)N3CCCCC3)CC2)nc2ccccc21 | -3 | 5 | 0 | 103 | 92 | 6 | 99 | 98
CSc1nc2ccccc2nc1N(C)S(=O)(=O)c1ccc(C)cc1 | 0 | 8 | 1 | 95 | 98 | 9 | 97 | 102
Cc1c(NC(NC(=O)CC(C)C)C(Cl)(Cl)Cl)c(=O)n(-c2ccccc2)n1C (stereo not given) | 6 | -18 | 4 | 102 | 77 | 0 | 102 | 107

Results, previewed entries included:
SMILES | proCasp3 act | JMJD2C inh | procasp7 counter | RPL19A-GFP yeast | CR mimetic SO | AHR activator | LAP4 TOR yeast | MEP2 TOR yeast
COc1c(Cl)cc(Cl)cc1/C=C/C(=O)c1ccc(NC(=O)c2cccs2)cc1 | -12 | 31 | -2 | 106 | 107 | 9 | 97 | 88
COc1ccc(-c2csc(NCc3ccco3)n2)cc1 | -2 | -29 | -8 | 91 | 108 | 7 | 92 | 93
COC(=O)CCN(C(=O)C12CC3CC(CC(C3)C1)C2)c1ccccn1 | -5 | 6 | -7 | 90 | 104 | -1 | 95 | 94
O=C(NCc1ccco1)/C(=C\c1cccnc1)NC(=O)c1ccccc1F | -4 | 10 | 5 | 101 | 86 | -2 | 88 | 97
O=S(=O)(O)c1nc2ccccc2n1Cc1cccc2ccccc12 | -10 | 14 | -1 | 105 | 100 | 12 | 107 | 107
COc1ccc(-c2nc(CS(=O)(=O)CC(=O)NCc3cccc(OC)c3OC)c(C)o2)cc1 | 3 | 51 | -9 | 95 | 107 | 1 | 106 | 98
COc1ccc(OC)c(NC(=O)CN(C)CC(=O)Nc2ccccc2Br)c1 | 3 | -11 | 7 | 99 | 98 | 3 | 102 | 102
CSCCC(NC(=O)c1ccc(Br)cc1)C(=O)O (stereo not given) | -8 | -1 | -14 | 92 | 102 | 13 | 87 | 87
CCS(=O)(=O)Nc1ccc(C2=NN(C(=O)c3ccco3)C(c3ccco3)C2)cc1 (stereo not given) | 1 | 5 | -2 | 95 | 99 | -2 | 100 | 99
CCCn1c(N2CCN(C(=O)N3CCCCC3)CC2)nc2ccccc21 | -3 | 5 | 0 | 103 | 92 | 6 | 99 | 98
CSc1nc2ccccc2nc1N(C)S(=O)(=O)c1ccc(C)cc1 | 0 | 8 | 1 | 95 | 98 | 9 | 97 | 102
Cc1c(NC(NC(=O)CC(C)C)C(Cl)(Cl)Cl)c(=O)n(-c2ccccc2)n1C (stereo not given) | 6 | -18 | 4 | 102 | 77 | 0 | 102 | 107
COc1ccc(S(=O)(=O)N(C)CC(=O)NCCN2CCOCC2)cc1Cl | -3 | -4 | 0 | 97 | 115 | -1 | 85 | 95
CCOc1ccccc1C(=O)NCC(=O)NC(C)c1ccc(-n2ccnc2)cc1 (stereo not given) | 6 | 15 | -11 | 96 | 107 | 0 | 99 | 99
Cc1c(C(=O)N(Cc2ccccc2)C(C)C)oc2ccc(S(=O)(=O)N3CCOCC3)cc12 | -2 | 10 | -2 | 98 | 125 | 3 | 114 | 98
Cc1cccc(C(=O)NNC(=O)CSc2nnc(C(C)C)n2C)c1 | 6 | -8 | 5 | 107 | 107 | -1 | 95 | 108
Cc1cc(N2CCOCC2)ccc1/C=C1\NC(=O)N(Cc2ccccc2)C1=O | 0 | 6 | -4 | 110 | 102 | 17 | 98 | 109
CC(C)(C)OC(=O)NCCCC[C@H](NC(=O)c1[nH]cnc1C(=O)N[C@@H](Cc1ccccc1)C(=O)OCc1ccccc1)C(=O)OC(C)(C)C | -2 | · | 6 | 97 | 85 | 1 | 98 | 96
COc1cccc(NC(=O)CCCNC(=O)Cn2cnc3sc(C)c(C)c3c2=O)c1 | -7 | -5 | -3 | 104 | 91 | 0 | 96 | 104
Cc1cccc(NC2=C(Cl)C(=O)OC2NC(=O)c2ccccc2)c1 (stereo not given) | 6 | 1 | -1 | 119 | 100 | 0 | 82 | 100
Nc1nc(SCC(=O)Nc2ccc(F)cc2)[nH]c(=O)c1NC(=O)c1ccc(F)c(F)c1 | 1 | -7 | -3 | 96 | 112 | 5 | 94 | 91
Cc1nc2cc(NCc3nc4ccccc4n3Cc3ccccc3)ccc2n1C | 4 | -5 | 7 | 100 | 105 | 27 | 102 | 105
CCOc1ccc(C(C(=O)NC2CCCCC2)N(CCOC)C(=O)c2snc(C(N)=O)c2N)cc1 (stereo not given) | -1 | -4 | 1 | 103 | 101 | 2 | 94 | 106
O=C(CSc1nnc(Cc2cc(=O)[nH]c(=O)[nH]2)n1-c1ccccc1)N1CCCc2ccccc21 | -12 | 1 | -9 | 100 | 120 | 4 | 106 | 109
O=C(COC(=O)c1ccc(Cl)cc1Cl)Nc1cccc(S(=O)(=O)NC2=NCCC2)c1 | 4 | -8 | -1 | 98 | 100 | 0 | 98 | 100
Clc1ccc(CON/C=N/c2ncnc3sccc23)c(Cl)c1 | -3 | 0 | 2 | 98 | 101 | 0 | 116 | 101
CCOCCCNC(=O)CN1CCN(Cc2ccccc2C)C1=O | 5 | 1 | 5 | 101 | 107 | -3 | 107 | 97
COc1ccc(/C=N/n2cnn(Cc3ccccc3Cl)c2=S)cc1 | -7 | -13 | -14 | 94 | 96 | 3 | 100 | 99
CC(Oc1cc2oc(=O)c3c(c2cc1Cl)CCC3)C(=O)N1C[C@H]2C[C@@H](C1)c1cccc(=O)n1C2 (stereo not given in full) | 5 | 87 | -5 | 103 | 100 | 1 | 102 | 109
COc1cc(/C=N/NC(=O)c2nc3ccccn3c2C)cc(OC)c1O | 6 | -16 | -3 | 109 | 89 | 10 | 96 | 101
COc1ccc(-c2onc(C)c2-c2ccc(C(=O)OC(C)C)o2)c(O)c1 | 2 | 0 | 6 | 94 | 95 | 3 | 100 | 100
CCOC(=O)C1CCCN(S(=O)(=O)c2cc3[nH]c(=O)c(=O)[nH]c3cc2C)C1 (stereo not given) | 6 | -4 | 3 | 95 | 97 | -1 | 103 | 109
CSCCC1NC(=O)N(CC(=O)N2CCc3ccccc3C2)C1=O (stereo not given) | 7 | 11 | 6 | 96 | 99 | -1 | 97 | 101
CCCc1cc(=O)oc2cc(C)cc(OCC(=O)NCCCn3ccnc3)c12 | 1 | 70 | -1 | 92 | 111 | 30 | 86 | 98
COc1cc(C)ccc1OCCOCCOc1c(C)cc(C)cc1Br | -1 | -2 | -5 | 96 | 80 | 12 | 109 | 102
O=c1cc(CNC2CCCCC2)c2ccccc2[nH]1 | 6 | -4 | -5 | 96 | 103 | 12 | 94 | 98
Cc1ccc(S(=O)(=O)NCC(=O)N(CC(=O)NC2CCCCC2)CC2CCCO2)cc1 (stereo not given) | 0 | 1 | -1 | 101 | 90 | -4 | 97 | 104
COc1ccc(C2CC(C(F)(F)F)n3nc(C(=O)O)cc3N2)cc1OC (stereo not given) | 9 | -2 | 3 | 100 | 107 | 0 | 110 | 113
CNC(=O)c1ccsc1NC(=O)C1CCCN1S(=O)(=O)c1cccs1 (stereo not given) | -5 | 1 | 3 | 99 | 93 | -1 | 105 | 97
COc1ccc(C)cc1N(CC(=O)N1CCOCC1)S(C)(=O)=O | 0 | -1 | -8 | 111 | 98 | 2 | 110 | 126
Cc1c(Cl)c([N+](=O)[O-])nn1CC(=O)NCc1ccc(Cl)cc1 | -2 | 7 | -11 | 89 | 105 | 2 | 86 | 87
O=C1CC(c2cccc([N+](=O)[O-])c2)c2cc3c(cc2N1)CCC3 (stereo not given) | 6 | 3 | 5 | 96 | 123 | 16 | 101 | 100
CCOc1ccc(CN2CCNC(=O)C2CC(=O)NCCC2=CCCCC2)cc1 (stereo not given) | -5 | -17 | -1 | 102 | 94 | 1 | 100 | 101
NC(=O)CSc1nc2cc3c(cc2c(=O)n1CCCC(=O)NCc1ccc2c(c1)OCO2)OCO3 | -1 | 5 | -6 | 96 | 110 | 7 | 102 | 96
O=C1NC(=Nc2cccnc2)S/C1=C/c1ccc(F)cc1 | 4 | -4 | 4 | 94 | 91 | 3 | 106 | 101
CNc1nc(SCc2ccccc2Cl)nc2c1CCCC2 | -5 | 7 | 0 | 101 | 104 | 6 | 122 | 99
c1ccc(-n2c(SCc3nc(-c4cccs4)no3)nnc2-c2ccco2)cc1 | 6 | 9 | 12 | 93 | 105 | 1 | 90 | 97
O=c1[nH]c(-c2ccccc2O)nc2c1CCCC2 | 9 | -5 | -4 | 98 | 93 | 0 | 101 | 100
CCOC(=O)c1c(C)n(C)c2cc(-c3ccc(C)cc3)c(O)cc12 | 4 | -6 | -15 | 103 | 85 | 12 | 96 | 99
Cc1nc2ccc(NC(=O)NCc3ccco3)cc2s1 | 7 | -14 | -9 | 94 | 128 | -3 | 105 | 100
CC(=O)c1cccc(NC(=O)CSc2nc(=O)n(CCCN3CCOCC3)c3c2CCC3)c1 | 8 | 8 | -4 | 98 | 110 | 3 | 117 | 97
